Screening data deposited in PubChem BioAssay by National Center for Advancing Translational Sciences (NCATS).
TDP43 rescue – qHTS of TDP-43 Inhibitors. AID 652104, 2013. 410,000 tested, 1.8% active. Potency, µM (top dose mostly 46.1 µM), for inactives: top-dose growth rescue (activation), actives largely listed as activators. TDP-43 expressing yeast growth rescue, BacTiter-Glo, 24 h; further: potency means the concentration at half of the fitted maximal effect; % of control where 0% means no effect; nearly all actives have a fitted effect of over 50% in size
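Growth rescue of TDP-43-toxic yeast measured as ATP luminescence (BacTiter-Glo). Cells grown to mid-log in raffinose, induced in galactose at OD600=0.02, exposed to compound 24 hr at 30 deg C.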
PTHR1 agonist – qHTS for PTHR1 Agonists: Primary Screen; Parathyroid hormone/parathyroid hormone-related peptide receptor (Homo sapiens), Q03431; HEK293 GP2 PTHR1 cells, GloSensor cAMP luminescence, 1 h; Potency, µM (titrated, usually from 115 µM), without a hit: at the top dose activation, actives largely listed as activators; 410,000 tested, 0.075% active; further: potency means the concentration at half of the fitted maximal effect; nearly all actives have a fitted effect of over 55% in size; some results filed as inactive show a strong effect at the top dose; inactives centre near -15; many of its hits are not listed in these tables
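HEK-293-derived GP2 cells expressing PTHR1 and a GloSensor cAMP reporter, 3,000/well, plated overnight, given luciferin plus IBMX (each 0.5 mM as added) for 1 h at 37 °C, then compound for 1 h at 37 °C. Luminescence was read after 15 min at room temperature.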
D3 antag – qHTS of D3 Dopamine Receptor Antagonist: qHTS; D(3) dopamine receptor (Homo sapiens), P35462; D3R cells, DiscoveRx beta-arrestin luminescence, antagonist mode; hits give low values; max response, negative = inhibition, %; 360,000 tested, 2.5% active; in the data active means max response below about -50%; inconclusive means no clear call, values can overlap the other calls; further: on the % scale 0 is the no-effect control and ±100 the full control effect; mostly tested at two doses, the higher about 12 µM
Target sequence (P35462 whole entry, looked up): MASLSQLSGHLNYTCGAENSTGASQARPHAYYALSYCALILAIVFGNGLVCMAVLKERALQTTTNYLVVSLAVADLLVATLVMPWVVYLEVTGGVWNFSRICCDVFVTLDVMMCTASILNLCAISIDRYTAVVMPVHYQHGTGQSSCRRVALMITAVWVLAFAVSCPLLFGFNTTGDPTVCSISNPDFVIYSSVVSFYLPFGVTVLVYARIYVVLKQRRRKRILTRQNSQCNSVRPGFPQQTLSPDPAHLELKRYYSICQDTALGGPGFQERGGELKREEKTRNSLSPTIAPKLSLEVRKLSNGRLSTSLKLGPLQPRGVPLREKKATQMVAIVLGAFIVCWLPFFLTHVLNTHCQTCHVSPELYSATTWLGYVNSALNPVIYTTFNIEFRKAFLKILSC
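Cells plated overnight at 1500 cells/well, then exposed to library compounds with dopamine controls for 90 minutes at 37 degrees C. DiscoveRx reagent added for 30–60 minutes at room temperature; luminescence read, quantitative HTS format.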
KB-V1 cytotox – qHTS assay for MDR1-selective chemotherapeutics: Primary screen using the drug-selected MDR subline cells KB-V1 | KB-V1 MDR cells viability, CellTiter-Glo, 72 h | Potency, µM (doses to about 46.1 µM), inactives show top-dose activity change, negative = cytotoxicity, actives largely listed as cytotoxic | 400,000 tested, 3.4% active | AID 1347076, 2019; further: potency means the concentration at half of the fitted maximal effect; on the % scale 0 is the no-effect control and ±100 the full control effect; nearly all actives have a fitted effect of over 60% in size
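KB-V1, DMEM (no phenol red) + 10% FBS; cpd pin-transferred, titration series; 72 h, 37 degrees C; CellTiter-Glo, luminescence. Data normalized, curve-fit.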
GLP1R cytotox – qHTS of GLP-1 Receptor Inverse Agonists: Cytotox Screen; AID 624418, 2012; 410,000 tested, 0.13% active; HEK293 cAMP-luciferase reporter cells, luminescence, 24 h; Potency, µM (highest dose often 38.3 µM), inactives show at the highest dose activity change, negative = inhibition, actives largely listed as inhibitors;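 further: loss of luciferase light is scored as toxicity; potency means the concentration at half of the fitted maximal effect; on the % scale 0 is the no-effect control and ±100 the full control effect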
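Compound-treated cells are incubated 24 hr at 37 deg C under 5% CO2 after a 12 hour attachment period, then luciferase detection reagent is added and luminescence is measured following 12 min at room temperature; lowered signal indicates toxicity.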
GLP1R ag – qHTS of GLP-1 Receptor Agonists; Glucagon-like peptide 1 receptor (Homo sapiens), P43220; HEK293 GLP-1R CRE-luciferase, luminescence, 4-6 h; cells express a hypersensitive GLP-1R form; Potency, µM (titrated, usually from 45.6 µM), for the others: at the top dose activation, most hits filed as activators; 380,000 tested, 0.007% active; AID 624172, 2012; further: potency means the concentration at half of the fitted maximal effect; % of control where 0% means no effect
Target sequence (P43220 whole entry, looked up): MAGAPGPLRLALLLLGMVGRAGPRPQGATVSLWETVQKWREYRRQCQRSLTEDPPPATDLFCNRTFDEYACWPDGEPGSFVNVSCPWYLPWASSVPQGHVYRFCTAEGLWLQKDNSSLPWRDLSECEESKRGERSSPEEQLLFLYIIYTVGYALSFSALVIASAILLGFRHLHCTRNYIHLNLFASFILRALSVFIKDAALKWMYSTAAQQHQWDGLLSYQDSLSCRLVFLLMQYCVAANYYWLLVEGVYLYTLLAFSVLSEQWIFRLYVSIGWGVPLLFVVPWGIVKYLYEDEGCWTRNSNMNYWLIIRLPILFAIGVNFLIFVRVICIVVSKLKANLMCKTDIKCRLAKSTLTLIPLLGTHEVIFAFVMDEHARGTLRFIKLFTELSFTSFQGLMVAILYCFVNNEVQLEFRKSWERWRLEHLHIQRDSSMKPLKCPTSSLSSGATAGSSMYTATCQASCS
aSyn yeast inh – qHTS of alpha-syn Inhibitors. Yeast expressing alpha-synuclein, growth rescue, BacTiter-Glo, 24 h. Potency, µM (doses to about 46.1 µM), without a hit: at the highest dose growth rescue (activation), most hits filed as activators. 370,000 tested, 0.14% active; further: potency means the concentration at half of the fitted maximal effect; % of control where 0% means no effect; nearly all actives have a fitted effect of over 65% in size
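Galactose-induced alpha-syn yeast (OD600=0.02, raffinose-pregrown) + pinned cpd, 24 hr, 30 deg C; growth by BacTiter-Glo luminescence. Growth restoration scores as activation.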
GLP1R inv ag – qHTS of GLP-1 Receptor Inverse Agonists (Inhibition Mode). HEK293 GLP-1R CRE-luciferase, luminescence, 24 h; GLP-1R form is constitutively active. AID 624417, 2012. Glucagon-like peptide 1 receptor (Homo sapiens), P43220. Potency, µM (top dose mostly 38.3 µM), for inactives: top-dose activity change, negative = inhibition, hits mostly inhibitors. 410,000 tested, 1.6% active; further: potency means the concentration at half of the fitted maximal effect; on the % scale 0 is the no-effect control and ±100 the full control effect; nearly all actives have a fitted effect of over 55% in size
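GLP-1R inverse agonism mode: basal reporter luminescence in engineered HEK293 cells measured after one day of compound exposure at 37 deg C, with a 12 min room-temperature detection step.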
DRD3 agonist – qHTS of D3 Dopamine Receptor Agonist: qHTS; D(3) dopamine receptor (Homo sapiens), P35462; D3R DiscoveRx beta-arrestin cells, luminescence, 90 min; max activation, %; 410,000 tested, 0.58% active; in the data active means max activation above about 30%; further: 0% is about no effect; mostly tested at two doses, the higher about 12 µM
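Agonist mode: compounds and dopamine controls were applied to plated cells for 90 min at 37 degrees C after an overnight attachment at 1500 cells/well. Luminescent read-out followed 30 - 60 minutes at room temperature with DiscoveRx detection reagent.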
Numbers without * were called inactive; [ ] = remark or other dose. Unless noted, the call rests on the fitted dose curve; in most records, active means well fitted curve in the direction sought with a large enough effect; inconclusive means small, poorly fitted or top-dose-only effect, or another doubt; inactive means no such curve, though single readings can be large; an effect the other way counts as inactive or inconclusive.

`CC1=C(C(=O)N2CCCC(N3CCN(c4cccc(Cl)c4)CC3)C2)OCCO1` (stereo not drawn) gave TDP43 rescue 5%, PTHR1 agonist -65%[inhibitor], D3 antag -20, KB-V1 cytotox inconclusive, GLP1R cytotox 6%, GLP1R ag -4%, aSyn yeast inh -2%, GLP1R inv ag -18% and DRD3 agonist -8.
Screening CC(=O)N1CCc2c(sc3c2c(=O)n(-c2cc(Cl)ccc2C)c(=O)n3C)C1 returned TDP43 rescue -15%, PTHR1 agonist inconclusive, KB-V1 cytotox inconclusive, GLP1R cytotox 0%, GLP1R inv ag -36% and DRD3 agonist -4.
For NC(=O)C1CCN(C(=O)c2ccc3c(c2)N(Cc2cccc(Cl)c2)C(=O)c2ccccc2S3(=O)=O)CC1 the results were TDP43 rescue -3%, PTHR1 agonist -5%, GLP1R cytotox 0%, GLP1R inv ag -3% and DRD3 agonist -9.
Cc1cccc(N(CC(=O)Nc2ccccc2-c2ccccc2)S(=O)(=O)c2ccccc2)c1C was read as TDP43 rescue 2%, PTHR1 agonist inactive, D3 antag -10, KB-V1 cytotox 21µM*, GLP1R cytotox 16%, GLP1R ag -14%, aSyn yeast inh 19%, GLP1R inv ag inconclusive and DRD3 agonist -4.
`CC(C)n1c2ccccc2c2cc([N+](=O)[O-])ccc21` gave TDP43 rescue 14%, PTHR1 agonist inactive, D3 antag 0, KB-V1 cytotox inconclusive, GLP1R cytotox 21%, GLP1R ag 1%, aSyn yeast inh 7%, GLP1R inv ag 3% and DRD3 agonist 1.
Screening CCC1(CC)C(=O)C(C)(C)C(=O)OC1c1ccccn1 (stereo not drawn) returned TDP43 rescue 11%, PTHR1 agonist inactive, D3 antag 0, KB-V1 cytotox 24%, GLP1R cytotox -2%, GLP1R ag 3%, aSyn yeast inh 14%, GLP1R inv ag -4% and DRD3 agonist 9.
For CC(=O)Nc1ccc(NC(=O)CSCc2cnn(-c3ccccc3)c2-n2cccc2)cc1 the results were TDP43 rescue 16%, PTHR1 agonist -2%[57.5 µM], D3 antag 17, KB-V1 cytotox -13%, GLP1R cytotox -10%, GLP1R ag 1%, aSyn yeast inh 2%, GLP1R inv ag 0% and DRD3 agonist 11.
`CCOC(=O)c1cc(NC(=O)c2ccccc2)c(=O)n2c1oc1ccccc12` gave TDP43 rescue 12%, PTHR1 agonist inactive, D3 antag 2, KB-V1 cytotox -11%, GLP1R cytotox 10%, GLP1R ag -5%, aSyn yeast inh -1%, GLP1R inv ag 6% and DRD3 agonist 3.
Screening COc1ccc(OCCn2c(NC(=O)c3ccco3)nc3ccccc32)cc1 returned TDP43 rescue -4%, PTHR1 agonist -6%[57.5 µM], D3 antag 0, KB-V1 cytotox 0%, GLP1R cytotox -22%, GLP1R ag -9%, aSyn yeast inh -2%, GLP1R inv ag inconclusive and DRD3 agonist -2.
CCOc1ccccc1Nc1nc(N)nc(CSc2nncn2C)n1 was read as TDP43 rescue -15%, PTHR1 agonist -27%[57.5 µM], D3 antag -8, KB-V1 cytotox 23%, GLP1R cytotox 8%, GLP1R ag 15%, aSyn yeast inh 2%, GLP1R inv ag 41%[activator] and DRD3 agonist -17.
CCOC(=O)[C@@H]1[C@H]2COc3ccc(Br)cc3[C@H]2N2C(=O)N(c3cccc(F)c3)C(=O)[C@]12C was read as TDP43 rescue inconclusive, PTHR1 agonist inactive, D3 antag -28, KB-V1 cytotox 2%, GLP1R cytotox 8%, GLP1R ag 0%, aSyn yeast inh -6%, GLP1R inv ag inconclusive and DRD3 agonist -5.
`O=[N+]([O-])c1cccc(/C=C2\CCC(/C=N/Nc3ccc4ccccc4n3)=C2N2CCOCC2)c1` gave TDP43 rescue -10%, PTHR1 agonist inactive, D3 antag 8, KB-V1 cytotox 4%, GLP1R cytotox -7%, GLP1R ag -1%, aSyn yeast inh -1%, GLP1R inv ag 7% and DRD3 agonist -4.
CCOC(=O)C1CCCN(CCC(=O)Nc2ccc(Br)cc2)C1 (stereo not drawn) was read as TDP43 rescue -3%, PTHR1 agonist -12%, D3 antag -50*, KB-V1 cytotox -13%, GLP1R cytotox 18%, GLP1R ag -1%, aSyn yeast inh 4%, GLP1R inv ag -21% and DRD3 agonist -16.
For CCN(CC)S(=O)(=O)c1ccc(C)c(NC(=O)CNCc2ccccc2OC)c1 the results were TDP43 rescue -1%, PTHR1 agonist -49%[inhibitor], D3 antag -24, KB-V1 cytotox -10%, GLP1R cytotox 15%, GLP1R ag 10%, aSyn yeast inh -18%, GLP1R inv ag inconclusive and DRD3 agonist 33*.
For CCOc1ccc(NC(=S)NC(=O)c2cccnc2)c([N+](=O)[O-])c1 the results were TDP43 rescue -13%, PTHR1 agonist -2%, D3 antag -19, KB-V1 cytotox -8%, GLP1R cytotox -16%, GLP1R ag 1%, aSyn yeast inh -9%, GLP1R inv ag 7% and DRD3 agonist 1.
`Cc1ccc(N2C(=O)CCSC23C(=O)N(Cc2ccc(F)cc2)c2ccccc23)cc1` (stereo not drawn) gave TDP43 rescue -1%, PTHR1 agonist -23%, KB-V1 cytotox inconclusive, GLP1R cytotox 1%, GLP1R inv ag 8% and DRD3 agonist 2.
For C[C@@H](C(=O)NCCc1ccc(F)cc1)N1C(=O)N2CCc3c([nH]c4ccccc34)[C@@]2(C)C1=O the results were TDP43 rescue 14%, PTHR1 agonist -52%[inhibitor], D3 antag 4, KB-V1 cytotox 0%, GLP1R cytotox -9%, GLP1R ag 2%, aSyn yeast inh inconclusive, GLP1R inv ag inconclusive and DRD3 agonist -9.
Screening CC(=O)Oc1ccccc1C(=O)N(C1CCCCC1)C1CCCCC1 returned TDP43 rescue 15%, PTHR1 agonist inactive, D3 antag 5, KB-V1 cytotox -1%, GLP1R cytotox -21%, GLP1R ag 13%, aSyn yeast inh 3%, GLP1R inv ag inconclusive and DRD3 agonist -1.
`CC(=O)N1c2ccc(S(=O)(=O)N3CCCC3)cc2CC1C(=O)NCc1cccc(F)c1` (stereo not drawn) gave TDP43 rescue 5%, PTHR1 agonist -2%, D3 antag 0, KB-V1 cytotox -1%, GLP1R cytotox -6%, GLP1R ag 1%, aSyn yeast inh 1%, GLP1R inv ag 13% and DRD3 agonist 2.
For Cc1ccc(C)c(C(=O)C(C)OC(=O)CN2C(=O)NC3(CC(C)CC(C)(C)C3)C2=O)c1 (stereo not drawn) the results were TDP43 rescue 19%, PTHR1 agonist -26%, D3 antag -7, KB-V1 cytotox -24%, GLP1R cytotox -3%, GLP1R ag 13%, aSyn yeast inh 1%, GLP1R inv ag inconclusive and DRD3 agonist 1.
Screening Cc1ccc(-c2cc(-c3ccco3)c3c(N)c(C(=O)NN)oc3n2)cc1 returned TDP43 rescue 25%, PTHR1 agonist -13%, D3 antag 28, KB-V1 cytotox -18%, GLP1R cytotox 128%[activator], GLP1R ag 9%, aSyn yeast inh 3%, GLP1R inv ag 20% and DRD3 agonist 4.
Screening CSC1=C(C#N)C(CC(C)C)C(C(C)=O)=C(C)N1 (stereo not drawn) returned TDP43 rescue 19%, PTHR1 agonist -16%, D3 antag -22, KB-V1 cytotox -15%, GLP1R cytotox -5%, GLP1R ag 15%, aSyn yeast inh -11%, GLP1R inv ag 3% and DRD3 agonist 1.
For O=C(CCC1N=C2c3ccccc3N=C(SCc3cccc(F)c3)N2C1=O)NCCc1ccccc1 (stereo not drawn) the results were TDP43 rescue 18%, PTHR1 agonist -53%[inhibitor], KB-V1 cytotox 11%, GLP1R cytotox 2%, GLP1R inv ag -6% and DRD3 agonist -3.
`Cn1c(-c2ccc([N+](=O)[O-])cc2)nc2ccccc21` gave TDP43 rescue -12%, PTHR1 agonist inactive, D3 antag 18, KB-V1 cytotox -15%, GLP1R cytotox -7%, GLP1R ag 3%, aSyn yeast inh -8%, GLP1R inv ag 19% and DRD3 agonist 4.
Screening CCN(CC)C(=O)C1CCCN(Cc2cccc(Oc3ccccc3)c2)C1 (stereo not drawn) returned TDP43 rescue 13%, PTHR1 agonist -19%, D3 antag -28, KB-V1 cytotox inconclusive, GLP1R cytotox 1%, GLP1R ag 2%, aSyn yeast inh 3%, GLP1R inv ag inconclusive and DRD3 agonist -8.
Screening O=C(CSc1nnc(-c2ccc(O)cc2)o1)N1CCOCC1 returned TDP43 rescue -2%, PTHR1 agonist -7%, D3 antag 15, KB-V1 cytotox 3%, GLP1R cytotox -14%, GLP1R ag 2%, aSyn yeast inh 1%, GLP1R inv ag -6% and DRD3 agonist 0.
`Cc1ccc(NC(=O)CSc2c3c(nc4ccccc24)CCCC3)cc1F` gave TDP43 rescue 0%, PTHR1 agonist -50%[inhibitor], KB-V1 cytotox 0%, GLP1R cytotox -3%, GLP1R inv ag -2% and DRD3 agonist -8.

No new results follow: entries from further up.
Screening Cc1ccc(-c2cc(-c3ccco3)c3c(N)c(C(=O)NN)oc3n2)cc1 returned TDP43 rescue 25%, PTHR1 agonist -13%, D3 antag 28, KB-V1 cytotox -18%, GLP1R cytotox 128%[activator], GLP1R ag 9%, aSyn yeast inh 3%, GLP1R inv ag 20% and DRD3 agonist 4.
Screening CSC1=C(C#N)C(CC(C)C)C(C(C)=O)=C(C)N1 (stereo not drawn) returned TDP43 rescue 19%, PTHR1 agonist -16%, D3 antag -22, KB-V1 cytotox -15%, GLP1R cytotox -5%, GLP1R ag 15%, aSyn yeast inh -11%, GLP1R inv ag 3% and DRD3 agonist 1.

Not all compounds are listed; the hit share may differ from the screen's.
